# FEN1 inh = human FEN1 inhibition. Recombinant FEN1 flap cleavage, fluorescence, 15 min. P39748. Potency, µM (doses to about 114 µM), for inactives: at the highest dose activity change, negative = inhibition, actives largely listed as inhibitors. hit rate 0.35% among 390,000; further: nearly all actives have a fitted effect of over 65% in size
# Target sequence (P39748 whole entry, looked up): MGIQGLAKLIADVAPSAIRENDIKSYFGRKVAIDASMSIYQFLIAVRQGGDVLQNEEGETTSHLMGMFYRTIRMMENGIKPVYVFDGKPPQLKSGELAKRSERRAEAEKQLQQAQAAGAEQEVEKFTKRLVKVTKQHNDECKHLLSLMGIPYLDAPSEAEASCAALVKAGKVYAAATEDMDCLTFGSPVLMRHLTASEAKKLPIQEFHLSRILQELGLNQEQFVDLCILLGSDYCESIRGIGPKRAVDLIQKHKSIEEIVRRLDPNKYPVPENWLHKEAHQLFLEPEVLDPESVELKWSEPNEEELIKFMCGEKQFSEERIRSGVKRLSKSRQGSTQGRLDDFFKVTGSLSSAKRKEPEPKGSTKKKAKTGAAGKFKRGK
#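 Recombinant FEN1 (10 nM) was preincubated with pin-transferred compounds for 15 min at room temperature, then flap DNA substrate (50 nM final) was added. Plates were read at 0 and 15 min, and normalized concentration–response data were fitted to a four-parameter Hill equation.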
# GCN5L2 inh = inhibitors of human GCN5L2 histone acetyltransferase. Q92830. GCN5L2 HAT assay, ThioGlo1 CoA-SH fluorescence. Potency, µM (series often up to 58.9 µM), without a hit: at the highest dose activity change, negative = inhibition, most hits filed as inhibitors. hit rate 0.21% among 390,000. AID 504327
#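 Enzyme at 20nM final was mixed with library compounds for 15 min at room temperature. Peptide H3(1-25) at 75uM, acetyl-CoA at 70uM and ThioGlo1 at 50uM were then added. Plates were read immediately and after 20 min (Ex340nm/Em540nm).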
# N370S GC mod = inhibits or activates N370S mutant glucocerebrosidase; P04062; N370S GC spleen homogenate, 4MU-glucoside fluorescence; Potency, µM (titrated, usually from 59.4 µM), without a hit: top-dose activity change, negative = inhibition, most hits filed as inhibitors; hit rate 0.092% among 330,000;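 further: 0% = full enzyme activity and -100% = no enzyme basal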
# * marks the source's active call; other numbers are inactive results; ? = inconclusive; . = not tested or not shown; & = joins results of further samples; ! = a repeat was not active. The call rests on the fitted dose curve; in most records, active means well fitted curve in the direction sought with a large enough effect; inconclusive means small, poorly fitted or top-dose-only effect, or another doubt; inactive means no such curve, though single readings can be large; an effect the other way counts as inactive or inconclusive. Unless noted, on the % scale 0 is the no-effect control and ±100 the full control effect; potency means the concentration at half of the fitted maximal effect. Only part of the results is shown; rates above refer to the full screens.
smiles	FEN1 inh	GCN5L2 inh	N370S GC mod
Cc1nc(SCC(=O)N(CC(C)C)C2CCS(=O)(=O)C2)c2c(C)c(C)sc2n1 (stereo not given)	6%	-3%	.
Cc1cccc(-c2noc(CNC(=O)c3ccc(C)cc3C)n2)c1	17%	-6%	.
COc1cc(OC)nc(NC(=O)COC(=O)c2cccc(Cl)c2)n1	-4%	-7%	1%
COc1cccc(OC)c1C(=O)Nc1cccc(-c2nc3cc(C)cc(C)c3o2)c1	-9%	2%	.
CN(C)S(=O)(=O)N(CC(=O)Nc1ccc(S(=O)(=O)N2CCCC2)cc1)c1ccccc1	0%	?	-5%
O=C(COc1ccc(F)cc1)Nc1nnc(S(=O)(=O)N2CCCC2)s1	5%&-2%	-17%&-2%	-11%
Cc1ccc(Nc2nnc(SC/C(O)=C(\C#N)c3nc4ccccc4[nH]3)s2)c(C)c1	-7%	-17%	10%
COc1cc2c(cc1NC(=O)CSc1cccc[n+]1[O-])oc1ccccc12	-18%	1%	10%
O=C(O)C1C2C=CC(C2)C1C(=O)NCc1cccs1 (stereo not given)	-4%	0%	-4%
CCc1ccc(S(=O)(=O)N2CCCC(N3CCN(c4ccc(OC)cc4)CC3)C2)cc1 (stereo not given)	1%	-5%	-1%
O=C(CCc1nc2sc3c(c2c(=O)[nH]1)CCCC3)Nc1cccc(Cl)c1	-6%	2%	2%
OC(CCN1CCOCC1)c1ccccc1 (stereo not given)	3%	11%	-3%
CC(C)CN(Cc1c(O)ccc2c(=O)c(-c3ccccc3)coc12)CC(C)C	7%	6%	3%
O=C(CCc1nc(-c2ccccc2F)no1)NC1CCN(Cc2ccccc2)CC1	1%	3%	-14%
CCN(CC)c1ccc(C2C(C(=O)Nc3ccccc3C)=C(C)Nc3ncnn32)cc1 (stereo not given)	-2%	11%	.

# Remaining list, next part:
smiles	FEN1 inh	GCN5L2 inh	N370S GC mod
Cc1cc(C)c(C)c(S(=O)(=O)Nc2ccc(C(N)=O)cc2)c1C	-1%	-7%	-1%
CC(=O)c1ccc(NC(=O)c2ccc(-n3cnnn3)cc2)cc1	-18%	2%	-3%
CCOc1ccccc1NC(=O)CSc1nc2c(oc3ccccc32)c(=O)n1Cc1ccco1	12%	-2%	.
CN(c1nc2ccccc2[nH]c1=O)C1CCCCC1	-6%	-3%	-1%
COCCNC(=O)Cn1cnc2sc(C)c(S(=O)(=O)N3CCN(c4ccccc4OC)CC3)c2c1=O	-7%&-5%	-3%&-10%	-2%
CCc1ccc(OCc2ccccc2C(=O)Nc2ccc3nc(C)cc(N)c3c2)cc1	?	-1%	-25%
O=C(NCc1ccccc1F)C1CCCN(C(=O)Nc2ccccc2)C1 (stereo not given)	0%	3%	2%
CCN(CC)C(=O)c1cccc(NC(=O)c2ccccc2OCc2c(C)noc2C)c1	-1%	-3%	.
Cc1cccc(-n2ncc3c2CCCC3NC(=O)CCc2cccnc2)c1C (stereo not given)	23%	1%	-14%
COc1cc(/C=C/C(=O)OCC(=O)N2CCCc3ccccc32)ccc1OC(F)F	-13%	-10%	0%
CC1CCc2onc(C(=O)N3CCN(c4ccc(F)cc4)CC3)c2C1 (stereo not given)	-2%	-22%	.
CSCC[C@@H](C(=O)NCCCCCCCCCCC(=O)N1CCN(C(=O)OC(C)(C)C)CC1)n1cc(CCO)nn1	10%	-8%	-9%
Cc1noc(NS(=O)(=O)c2ccc(NC(=O)c3nn(-c4ccc(F)cc4)ccc3=O)cc2)c1C	14%	-13%	3%
Cc1oc2c(c(C)cc3oc(=O)c(CC(=O)NCC(=O)NCC(=O)NCC(C)O)c(C)c32)c1C (stereo not given)	-15%	-5%	-5%
CCOc1cccc(NC(=O)C(Cc2cccs2)c2nn[nH]n2)c1 (stereo not given)	-3%	-12%	3%

# New compounds follow:
smiles	FEN1 inh	GCN5L2 inh	N370S GC mod
COc1ccc(C(CNC(=O)c2ccc3c(c2)OCCO3)N(C)C)cc1 (stereo not given)	-1%	-1%	-24%
CS(=O)(=O)Nc1ccc(S(=O)(=O)N2CCOCC2)cc1	-11%	-9%	-1%
CCOC(=O)c1c(CSc2ccccc2)n(C)c2ccc(O)cc12	19%	2%	3%
COc1[nH]c(/N=C/c2ccccc2)c(C#N)c1C#N	50µM*!	-10%	9%
CCOc1ccc(/C=C(/NC(=O)c2ccccc2)C(=O)NCCC(=O)O)cc1	-8%	1%	-2%
Cc1ccc(-n2[nH]c(C)c(/C=N/NC(=O)c3ccc(O)cc3O)c2=O)cc1	1%	-13%	-11%
Cc1nc(C)c(-c2ccc(SCC(=O)Nc3ccc(F)cc3F)nn2)s1	-11%	-15%	3%
O=C(Nc1ccccc1)OCCOc1cccc(Br)c1	-1%	-12%	-5%
O=C(C1CCCN(Cc2ccc(Cl)cc2)C1)N1CCCCC1 (stereo not given)	-4%	7%	-1%
CCOC(=O)c1cc(S(=O)(=O)NCc2ccc(Cl)cc2)[nH]n1	-5%	-4%	.
COc1ccc(CNC(=O)C2CCCN(S(=O)(=O)c3c(C)nn(C)c3C)C2)cc1 (stereo not given)	4%	-3%	-7%
O=C(COc1ccccc1)NC1CCS(=O)(=O)C1 (stereo not given)	25%	-2%	-4%
CCOc1cc(/C=N/NC(=O)COc2ccc(Cl)cc2)ccc1OS(=O)(=O)c1ccccc1	-22%	9%	.
O=C(Nc1ccc(F)c(Cl)c1)C1CCN(c2ncnc3c2nc2n3CCCCC2)CC1	-3%	-5%	-8%
Cc1ccc2cc(COC(=O)c3cccc([N+](=O)[O-])c3)c(=O)[nH]c2c1	-16%	2%	17%

# Ordered by value in GCN5L2 inh (high to low): 3 of the compounds above.
structure	GCN5L2 inh	N370S GC mod
Cc1ccc2cc(COC(=O)c3cccc([N+](=O)[O-])c3)c(=O)[nH]c2c1	2%	17%
COc1ccc(CNC(=O)C2CCCN(S(=O)(=O)c3c(C)nn(C)c3C)C2)cc1 (stereo not given)	-3%	-7%
COc1cc(/C=C/C(=O)OCC(=O)N2CCCc3ccccc32)ccc1OC(F)F	-10%	0%

# The main list resumes, repeating the 3 entries before the break.
smiles	FEN1 inh	GCN5L2 inh	N370S GC mod
CCOc1cc(/C=N/NC(=O)COc2ccc(Cl)cc2)ccc1OS(=O)(=O)c1ccccc1	-22%	9%	.
O=C(Nc1ccc(F)c(Cl)c1)C1CCN(c2ncnc3c2nc2n3CCCCC2)CC1	-3%	-5%	-8%
Cc1ccc2cc(COC(=O)c3cccc([N+](=O)[O-])c3)c(=O)[nH]c2c1	-16%	2%	17%
CCOC(=O)c1[nH]c2ccccc2c1NC(=S)Nc1cccc(C)c1C	-14%	-3%	-12%
COc1ccc(CNC(=O)C/C(C)=N/NC(=O)COc2cccc(C)c2)cc1	3%	0%	2%
COc1ccc(-n2c(-c3ccc(Br)cc3)c[n+]3c2SC(C)C3)cc1 (stereo not given)	-4%	2%	-7%
Cc1ccc(NC(=O)Cn2ncn3c(cc4ccccc43)c2=O)cc1F	-17%&13%	-2%&1%	-20%
COc1ccc(N(CC(=O)O)S(=O)(=O)c2c(C)n[nH]c2C)cc1	8%	-5%	15%
CCN(CC)c1ccc(/C=C/C(=O)c2ccc(Br)cc2)cc1	?	-6%	2%
Cc1nc(NS(=O)(=O)c2ccccc2)sc1NC(=O)Nc1ccccc1	-16%	-1%	5%
CC(C)c1ccc(S(=O)(=O)N2CCN(CC(O)CN3CCOCC3)CC2)cc1 (stereo not given)	5%	-6%	.
O=C(O)CN(CCOCCOCCN(CC(=O)O)CC(=O)O)CC(=O)O	.	-3%&2%	0%
CC(=O)NC(Cc1cnc[nH]1)C(=O)O (stereo not given)	7%	0%	6%
COc1ccccc1N1CCN(C(=O)CCNS(=O)(=O)c2ccc(Br)s2)CC1	0%	-8%	3%
Cc1cc(C)n(-c2ccc(C(=O)OCc3ccccc3)cc2)n1	-9%	-7%	6%
CCn1nc(CC(C)C)cc1C(=O)N1CCCC(Nc2ccc(OC)cc2)C1 (stereo not given)	-11%	-3%	-2%
COc1ccc(-c2[nH]ncc2CN2CCC(OCc3cccnc3)CC2)c(F)c1	15%	-14%	1%
COc1ccc(S(=O)(=O)N(C)c2ccc(C(=O)Nc3ccccc3C(=O)N3CCOCC3)cc2)cc1OC	-4%	-20%	0%

# Next part.
# Second line of a record – FEN1 inh	GCN5L2 inh	N370S GC mod
Nc1nonc1C(=O)N/N=C/c1cccc([N+](=O)[O-])c1
  -2%	-1%	-21%
Nc1c(-c2ccccc2)cnc2c(-c3ccccc3)cnn12
  8%	-2%	?
COc1cccc(CN2CCN(Cc3ccc(C#CC(C)(C)O)s3)CC2CCO)c1 (stereo not given)
  7%	1%	1%
Cc1ccc(S(=O)(=O)N2CCN(C(=O)CCN3C(=O)c4ccccc4C3=O)CC2)cc1C
  -5%	1%	4%
CC(C)C[C@H](NC(=O)[C@@H]1CCCN1C(=O)[C@H](CO)NC(=O)[C@H](Cc1ccccc1)NC(=O)CNC(=O)[C@@H]1CCCN1C(=O)[C@@H]1CCCN1C(=O)[C@@H](N)CCCN=C(N)N)C(=O)O
  .	7%	-6%
C/C(=C\c1ccco1)C1C(C#N)=C(N)OC2=C1C(=O)CC(C)(C)C2 (stereo not given)
  10%	-8%	-2%
CC(=O)N1CCc2cc(S(=O)(=O)NC(Cc3ccccc3)C(=O)Nc3cc(C)cc(C)c3)ccc21 (stereo not given)
  13%	-5%	.
O=C(CSc1cccc2cccnc12)N/N=C/c1cccc(O)c1
  15%	-3%	-6%
COc1ccc(/C=C/C(=O)N2CCC(c3nc4ccccc4o3)CC2)cc1
  -8%	-4%	.
COCCN(C(=O)Cn1c(C(F)(F)F)nc2ccccc21)c1c(N)n(Cc2ccccc2)c(=O)[nH]c1=O
  6%	0%	4%
CCCOc1ccc(C2(C(=O)O)CCCC2)cc1
  3%	2%	9%
CCOC(=O)c1cc2cc(OCc3ccccc3)ccc2nc1C
  -8%	-12%	-5%
COc1ccc(C2CC(c3ccccc3)n3nnnc3N2)cc1 (stereo not given)
  -2%	-3%	-1%
COc1ccc(S(=O)(=O)N(C)CC(=O)NCc2ccco2)cc1OC
  2%	-1%	3%
CC(=O)N1c2ccc(S(=O)(=O)N3CCCC(C(=O)N4CCC(C)CC4)C3)cc2CC1C (stereo not given)
  16%	0%	1%
CCN(CC)C(=O)C(C)N(C#N)c1nc(C)cc(C)n1 (stereo not given)
  0%	-8%	3%
Cc1ccc(S(=O)(=O)N(CC(=O)N2CCOCC2)c2ccc(C(C)C)cc2)cc1
  8%	2%	-1%
COc1cc(CNc2ncn[nH]2)ccc1OCc1ccccc1C
  -2%	-10%	-6%
O=C(CCN1C(=O)C2C3C=CC(C3)C2C1=O)N1CCN(c2ccc(F)cc2)CC1 (stereo not given)
  0%	-6%	3%
CN1[C@@H]2CCC[C@H]1CC(NC(=O)c1nn(C)c3ccccc13)C2 (stereo not given in full)
  8%	-15%	-1%
O=C(CSc1ccc(Br)cc1)NCC1CCCO1 (stereo not given)
  -4%	0%	-3%
O=C(c1cc2ccc([N+](=O)[O-])cc2oc1=O)N1CCOCC1
  0%	-7%	-4%
CCOC(=O)C1=CN(Cc2ccco2)S(=O)(=O)NC1c1ccc(Br)cc1F (stereo not given)
  0%	-12%	.
CCOC(=O)C1CCN(C(=O)CN2C(=O)c3ccccc3S2(=O)=O)CC1
  2%	-17%	2%
Cc1cc(=O)oc2cc(OCC(=O)OCC(=O)Nc3ccc(C(C)C)cc3)ccc12
  -6%	-11%	8%
O=C(c1cc(COc2cccc(C(F)(F)F)c2)on1)N1C[C@@H]2CCC[C@H]1C2
  -11%	-8%	-8%
CCN(C(=O)Cn1c(=O)oc2ccccc21)c1c(N)n(Cc2ccccc2)c(=O)[nH]c1=O
  -4%	1%	.
Cc1ccc(NC(=O)C2CCN(S(=O)(=O)c3cccc4nonc34)CC2)cc1C
  -3%	1%	.
O=C(NC(=S)Nc1ccc(F)cc1)C1CCCCC1
  16%	-2%	27%
Cc1ccc(CCNC(=O)c2ccc(CSCc3ccc(C)cc3)o2)cc1
  ?	-7%	.

# Part of the list above, limited to N370S GC mod and FEN1 inh.
structure	N370S GC mod	FEN1 inh
COCCN(C(=O)Cn1c(C(F)(F)F)nc2ccccc21)c1c(N)n(Cc2ccccc2)c(=O)[nH]c1=O	4%	6%
Cc1nc(C)c(-c2ccc(SCC(=O)Nc3ccc(F)cc3F)nn2)s1	3%	-11%

# Next results follow.
# Second line of a record – FEN1 inh	GCN5L2 inh	N370S GC mod
O=C(CN1C(=O)c2ccccc2C1=O)N1CCN=C1c1ccccc1
  3%	-1%	3%
CN1C(=O)C2(C(C#N)=C(N)N(c3cc(Cl)cc(Cl)c3)C3=C2C(=O)CC(C)(C)C3)c2ccccc21 (stereo not given)
  -8%	.	1%
CCOC(=O)Cc1nnc(NCc2ccccc2)c2ccccc12
  16%	20%	10%
C=CCn1c(SCc2c(C(=O)OC)sc(N)c2C(=O)OC)nnc1-c1ccc(Cl)cc1
  -7%	-7%	5%
O=C1Nc2ccccc2N(O)N1c1ccc(S(=O)(=O)N2CCOCC2)cc1
  2%	-1%	2%
Cc1ccc(C(C(=O)NCC2CCCO2)N(C(=O)c2snc(C(N)=O)c2N)c2ccccc2F)o1 (stereo not given)
  0%	-9%	?
CCOC(=O)C1CCN(Cc2ccc(O)c(OC)c2)CC1
  0%	-4%	-14%
